bCat nuc transl: alters nuclear translocation of beta-catenin in HeLa cells; immunofluorescence imaging; nuclear translocation activity, % at 5 µM; actives 0.3% (n = 190,000); AID 1665;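 active = nuclear translocation activity above 50% at 5 µM, with a well cell count of 50 or more; inconclusive = wells under 50 cells across six images, flagged as toxic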;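 note: per-cell ratio of nuclear to cytoplasmic median beta-catenin stain intensity; plate controls were DMSO negative control for no effect and GSK-3 inhibitor IX positive control for full effect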
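Test system: human HeLa cell line; Doses: 5 µM primary, 0.02–20 µM confirmation; Incubation: 24 h compound exposure, 37°C; Detection: beta-catenin immunofluorescence imaging with DAPI; Read-out: beta-catenin nuclear/cytoplasmic ratio, % activation.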
Salmonella PhoP GFP: PhoP-dependent GFP reporter repression – Salmonella Typhimurium, primary screen (AID 1863); S. Typhimurium PhoP-regulated promoter GFP reporter, 4 h; higher % means a stronger effect; inhibition, % at 50 µM; hits with a dose series show IC50 in µM; actives 0.16% (n = 300,000);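 active = inhibition over 29.93%, a cutoff 3 SD above the screen mean, later confirmed by dose response; inconclusive = inhibition over 29.93% but no dose response follow-up; inactive = inhibition at most 29.93% or unconfirmed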;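 note: 0% = low Mg2+ inducing control and 100% = high Mg2+ repressing control; strong numbers were not always called active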
Rac1 GTP hydrolysis: MgcRacGAP GTPase-activating activity inhibitors, confirmation, biochemical, ADP Hunter fluorescence; actives 0.6% (n = 340,000); inhibition, % at 30 µM; hits with a dose series show IC50 in µM; MgcRacGAP-stimulated Rac1 GTP hydrolysis, ADP Hunter fluorescence; higher % means a stronger effect; GST-tagged Rac1 F28L mutant substrate; AID 624330;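 active = first-screen hits whose inhibition reached a set limit at any dose in the follow-up dose series; inconclusive = inhibition above the set first-screen limit but never retested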;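 note: fluorescence reports GDP produced by GAP-driven GTP hydrolysis; strong numbers were not always called active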
Myeloid diff MLP: promotes myeloid progenitor differentiation; actives 1% (n = 360,000); AID 624256; ER-HoxA9 myeloid progenitors, lysozyme-GFP differentiation, flow cytometry; calls only at 10 µM;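 active = normalized GFP-positive differentiation at or above the plate's own cutoff, the solvent-only control mean plus 3 SD; inconclusive = no clear call, values can overlap the other calls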;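 note: cells exposed to compound for four days before flow analysis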
WT yeast gro inh: growth inhibition of WT yeast, mitochondrial fusion screen; inhibition, % at 10 µM; actives 2.1% (n = 190,000); AID 1362; mitochondrial fusion phenotypic screen, WT strain; in the data active = inhibition above about 58%; tested in S. cerevisiae
Large T inhibition: SV40 large T antigen inhibitors, biochemical (AID 1903); SV40 large T antigen ATPase/helicase inhibition assay; higher % means a stronger effect; actives 0.39% (n = 310,000); inhibition, % at 20 µM; hits with a dose series show IC50 in µM; in the data active = a potency from the dose series; inconclusive = inhibition mostly from about 32% at the one dose, without a potency; inactive = the rest, 99 in 100 with inhibition below about 32%; note: strong numbers were not always called active
West Nile virus CPE: West Nile virus antiviral activity, cell-based, CPE readout (AID 1621); West Nile virus-infected cells, CPE inhibition; higher % means a stronger effect; actives 0.02% (n = 290,000); CPE inhibition, % at 10 µM, or IC50 in µM where a hit was titrated; in the data active = a potency from the dose series; inconclusive = CPE inhibition mostly from about 3.7% at the one dose, without a potency; inactive = the rest, 99 in 100 with CPE inhibition below about 2.2%; note: strong numbers were not always called active
RSV CPE inhibition: RSV antiviral activity via CPE protection, HEp-2 cells, primary 10 µM value included (AID 2391); HEp-2 cells, RSV-induced CPE inhibition; higher % means a stronger effect; one-dose CPE inhibition, % at 10 µM; IC50 in µM for titrated hits; actives 0.13% (n = 310,000); in the data active = a potency from the dose series; inconclusive = CPE inhibition mostly from about 23% at the one dose, without a potency; inactive = the rest, 99 in 100 with CPE inhibition below about 21%; note: strong numbers were not always called active
T cell modulator: T cell immune modulators affecting CD8 T cell-vesicle binding | actives 0.068% (n = 330,000) | 2C CD8+ T cell-vesicle binding, flow cytometry; active compounds read low | calls only at 7 µM | AID 2052;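 active = response, share of CD8 T cells binding vesicles, and their 90th percentile fluorescence all below set limits, cut at about 80% in these data, passing the limit was not always enough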
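Assay system: 2C TCR transgenic mouse naive CD8+ T cells, MACS-purified | Read-out: CD8+ gate FL2 mean fluorescence as % of same-row positive control | Signal: High-throughput flow cytometry with anti-B7-1 and anti-CD8 staining | Timing: Binding step 1.5 h, 37 °C, antibody labelling 20 min, ice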
WT yeast gro inh mutant strain: second read-out of WT yeast gro inh, no call of its own (marks repeat the call); inhibition, %; mitochondrial fusion phenotypic screen, mutant strain inhibition
bCat nuc transl cell count 5 µM: also measured in bCat nuc transl; calls as there; cell count; measured here: cell count, cytotoxicity flag
T cell modulator vesicle-bound %: further read-out of T cell modulator, marked with its call; double positive events, %; measured here: CD8+ vesicle-bound cell fraction;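 binding gate set so that unloaded-vesicle control wells show 10% double positive cells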
Myeloid diff MLP GFP+ MAC1+ %: second read-out of Myeloid diff MLP, no call of its own (marks repeat the call); GFP+ MAC1+ double positive, %; measured here: differentiation confirmed by MAC1 staining
* = called active by the depositor; i = inactive; ? = inconclusive; / = no result given. Only part of the results is shown (hit frequency here may not be typical).

SMILES	bCat nuc transl	bCat nuc transl cell count 5 µM	Salmonella PhoP GFP	Rac1 GTP hydrolysis	Myeloid diff MLP	Myeloid diff MLP GFP+ MAC1+ %	WT yeast gro inh	WT yeast gro inh mutant strain	Large T inhibition	West Nile virus CPE	RSV CPE inhibition	T cell modulator	T cell modulator vesicle-bound %
CC/C(=N\NC(=S)Nc1ccccc1)c1c(O)[nH]c(=O)[nH]c1=O	-0.5	1319	-1%	27%	i	0.2	/	/	23%	1.2%	1.1%	i	37
Cc1ccc(CN2CC3CC(C2)c2cccc(=O)n2C3)cc1 (stereo not drawn)	-4.2	1159	9%	5%	i	7.1	-2	8	-3%	-0.6%	2.4%	i	31
CC(C)N(CC#CCC1(O)c2ccccc2-c2ccccc21)C(C)C	-1.1	1243	-4%	1%	i	0.0	4	2	2%	-0.5%	1.4%	i	61
Cn1c(O)c(C=NC2CCCCC2)c(=O)[nH]c1=S	0.3	1523	2%	15%	i	0.2	-6	-8	1%	0.0%	0.9%	i	62
CC(C)(C)N1Cc2ccccc2C1=N	0.1	1060	-4%	-2%	i	2.1	27	27	4%	-0.6%	0.4%	i	26
C#CC1(OC(=O)c2ccccc2)CC(C)N(C)CC1C (stereo not drawn)	/	/	4%	16%	i	0.2	/	/	15%	-0.7%	-0.2%	i	60
Cc1cc(OC(C)C(=O)NCc2cccnc2)c2c3c(c(=O)oc2c1)CCC3 (stereo not drawn)	/	/	-3%	7%	i	4.7	/	/	9%	1.3%	3.2%	i	22
C[C@]12CC[C@H]3[C@@H](CC[C@]4(O)C[C@@H](O)CC[C@]34C=O)[C@@]1(O)CC[C@@H]2C1=CC(=O)OC1	/	/	5%	3%	i	1.4	/	/	20%	/	-1.0%	i	68
Cn1cccc1CNCCc1ccccc1F	0.2	797	-5%	5%	i	6.8	4	7	2%	0.6%	-0.1%	i	22
COC(=O)C1=C(c2cccc(C#N)c2)C[C@@H]2CC[C@H]1N2C(=O)NCc1ccc(F)cc1	/	/	/	4%	i	3.2	/	/	/	/	0.1%	i	26
O=c1[nH]c(O)c(N=Nc2ccc([N+](=O)[O-])cc2)c(=O)[nH]1	-2.4	1020	-2%	4%	i	0.7	-6	-26	2%	0.3%	2.2%	i	19
Cc1ccsc1C(=O)C1CCCN(Cc2ccc(-n3cccn3)cc2)C1 (stereo not drawn)	1.3	992	/	9%	i	0.3	-15	-14	9%	-0.9%	4.7%	i	34
COC(=O)C1=C(c2ccc(Cl)c(C(F)(F)F)c2)C[C@@H]2CC[C@H]1N2C(=O)NCc1ccc2c(c1)OCO2	/	/	/	0%	i	4.5	/	/	/	/	6.3%	i	48
CC(=O)Nc1ccccc1C(=O)OCC(=O)c1ccc2c(c1)OCCO2	1.0	969	-6%	3%	i	0.4	-10	4	8%	-0.5%	1.9%	i	1
Cc1ccc2c(c1)=C/C(=C\c1c(O)[nH]c(=S)[nH]c1=O)C(=O)N=2	1.1	936	-15%	/	/	/	-7	-3	?	0.3%	?	i	19
O=P(Nc1cccc(Cl)c1)(Oc1ccccc1)Oc1ccccc1	2.5	904	4%	4%	i	0.2	79*	38*	-4%	-0.3%	-3.0%	i	10
COCCNP(=O)(c1ccccc1)c1nc2ccccc2s1 (stereo not drawn)	-1.2	1211	13%	/	/	/	0	-16	14%	/	0.5%	i	20
Cc1cc(N2C(=O)C3CCCN3C2c2ccc(Cl)c(Cl)c2)no1 (stereo not drawn)	1.2	1377	3%	3%	i	0.9	2	-2	-1%	-0.6%	0.0%	i	27
COc1ccccc1N1CCN(C(CNC(=O)Oc2ccccc2)c2cccnc2)CC1 (stereo not drawn)	-0.8	1323	-2%	9%	i	0.6	18	2	20%	0.2%	2.2%	i	29
COC(=O)C1=C(c2ccccc2)C[C@@H]2CC[C@H]1N2C(=O)NCCCOC(C)C	/	/	-2%	11%	i	2.0	/	/	17%	-0.6%	0.2%	i	51
CC[n+]1c(/C=C/N(C)c2ccccc2)sc2ccc(Cl)cc21	/	/	0%	9%	i	9.1	-2	-18	32%	?	2.5%	i	44
COc1ccc(Cc2c(O)[nH]c(=O)[nH]c2=O)c(OC)c1	-0.5	1267	-12%	11%	i	0.6	/	/	21%	0.5%	-0.3%	i	15
COC(=O)C1=C(c2cc3ccccc3o2)C[C@@H]2CC[C@H]1N2C(=O)NC(C)C	/	/	5%	9%	i	1.5	/	/	6%	-1.3%	3.4%	i	49
CC1(C)CC(=O)C=C(NCCN2CCN(C(=O)Cc3ccc(Cl)cc3)CC2)C1	-6.4	1003	1%	9%	i	0.7	-13	-3	8%	0.5%	0.3%	i	3
CCS(=O)(=O)Nc1cccc(C(=C2CCCCC2)c2cnc[nH]2)c1	/	/	9%	-3%	i	1.4	/	/	13%	/	1.0%	i	25
COc1cc(CC(=O)N2C[C@H]3C[C@@H](C2)c2cccc(=O)n2C3)cc(OC)c1OC	/	/	/	2%	i	2.1	/	/	/	/	0.3%	i	18
COC(=O)C1=C(c2ccc(OC(F)(F)F)cc2)C[C@@H]2CC[C@H]1N2C(=O)NCc1cc(C)oc1C(F)(F)F	/	/	/	3%	i	5.2	/	/	/	/	4.2%	i	23
OCCN(CC#CC(O)(c1ccccc1)C1CCCC1)CCO (stereo not drawn)	-0.4	1143	9%	9%	i	1.3	-4	2	2%	0.0%	0.8%	i	19
CCCCCC(=O)N[C@@H](c1ccccc1)[C@@H](O)C(=O)O[C@H]1C[C@@]2(O)[C@@H](OC(=O)c3ccccc3)C3[C@](C)(C(=O)[C@H](O)C(=C1C)C2(C)C)[C@@H](OC1OCC(O)C(O)C1O)C[C@H]1OC[C@@]31OC(C)=O (stereo partly drawn)	/	/	/	1%	i	3.2	/	/	/	-1.1%	-0.3%	i	33
O=C(COC(=O)Cc1ccccc1)NC12CC3CC(CC(C3)C1)C2	-0.5	1302	-7%	10%	i	0.5	6	2	-5%	-0.2%	1.2%	i	38
C=C(C)[C@H]1CN[C@H](C(=O)O)[C@H]1CC(=O)O	/	/	-2%	-2%	i	1.6	/	/	12%	0.1%	-0.3%	i	21
Cc1cccc(CN(C)C)c1OC(=O)N(C)C	4.5	1127	36%	-2%	i	1.0	10	3	29%	-0.2%	-1.1%	i	30
CNCC[C@H](Oc1ccc(C(F)(F)F)cc1)c1ccccc1	/	/	0%	0%	i	3.1	/	/	-2%	/	-1.2%	i	22
O=C(c1ccc(C(F)(F)F)cc1)C1CCCN(Cc2ccncc2)C1 (stereo not drawn)	0.8	921	/	3%	i	1.2	3	21	/	-1.9%	0.8%	i	52
O=C(c1ccc2c3c(cccc13)CC2)C1CCCN(CC2CC2)C1 (stereo not drawn)	0.1	947	11%	3%	i	0.8	18	33	16%	0.5%	-1.5%	i	58
COC(=O)C1=C(c2ccc(-c3ccccc3)c(F)c2)C[C@@H]2CC[C@H]1N2C(=O)N1CCC(O)CC1	/	/	/	11%	i	0.5	/	/	/	/	4.8%	i	40
CCC(=O)CC(c1ccc([N+](=O)[O-])cc1)c1c(O)c2ccccc2oc1=O (stereo not drawn)	-2.5	1400	-1%	-4%	i	0.4	5	19	5%	0.7%	2.3%	i	16
CN1CCN(c2nc(Cl)ncc2F)CC1	-3.1	1060	3%	-3%	i	0.1	-4	-7	8%	0.1%	1.2%	i	47
CCC(C)C12CN3CCN(CC(C)(C3)C1=O)C2 (stereo not drawn)	/	/	-8%	-1%	i	0.6	4	11	9%	0.1%	-0.7%	i	14
Cc1nc2ccsc2c(=O)n1-c1ccccc1Cl	/	/	/	9%	i	0.2	/	/	12%	/	1.7%	i	20
CCN1C[C@@]2(COC)C3[C@@H](OC)[C@H]4[C@@H]1[C@@]3(C1C[C@H]3[C@H](O)C1[C@]4(O)C[C@H]3OC)[C@@H](OC)C[C@H]2O (stereo partly drawn)	/	/	3%	4%	i	1.7	/	/	-5%	-0.6%	/	i	41
Cc1ccccc1CN1CCNCC1	-0.3	1075	/	-8%	i	0.8	-3	-7	/	0.4%	2.4%	i	5
CCCc1nc2ccccc2c(=O)n1-c1ccc(O)cc1	0.2	1521	1%	0%	i	0.3	-15	-6	-2%	-0.4%	-1.6%	i	54
Cn1nc(N)c2c1N=P(N1CCOCC1)(N1CCOCC1)N=C2c1ccccc1	-2.0	626	-4%	8%	i	6.3	7	12	16%	1.1%	-0.6%	i	34
Cc1cc(N2C(=O)C3CCCN3C2c2ccccc2)no1 (stereo not drawn)	0.4	703	4%	5%	i	1.0	-5	11	5%	0.7%	3.0%	i	25
Cc1ccc2[nH]c(=S)n(-c3cccnc3)c(=O)c2c1	0.2	1276	-12%	/	i	0.2	/	/	16%	0.1%	4.3%	i	23
Cc1cc(NC(=O)CCl)no1	2.8	916	-2%	3%	i	0.7	-23	-8	4%	-0.4%	-2.1%	i	33
CCC(=NCCCN1CCOCC1)c1c(O)n(Cc2ccccc2)c(=O)[nH]c1=O	-0.7	1125	5%	5%	i	0.8	-6	7	5%	-0.2%	0.8%	i	27
COc1c(C)cc(C(=O)C2CCCN(Cc3cccc(O)c3)C2)cc1C (stereo not drawn)	/	/	-1%	12%	i	0.7	/	/	9%	-1.1%	-1.0%	i	64
CCCCNc1ccncc1S(=O)(=O)NC(=O)NC(C)C	1.1	588	0%	8%	i	0.6	-10	-1	9%	0.8%	1.0%	i	22

Some values from the entries so far.
Cc1ccc2[nH]c(=S)n(-c3cccnc3)c(=O)c2c1 @ RSV CPE inhibition: 4.3%
CCN1C[C@@]2(COC)C3[C@@H](OC)[C@H]4[C@@H]1[C@@]3(C1C[C@H]3[C@H](O)C1[C@]4(O)C[C@H]3OC)[C@@H](OC)C[C@H]2O (stereo partly drawn) @ Salmonella PhoP GFP: 3%

High-throughput results (PubChem)
